BoNT A protease: inhibitors of Botulinum neurotoxin A light chain protease; 0.17% of 360,000 active; inhibition, % at 10 µM; multiplex microsphere protease substrate cleavage, flow cytometry; note: plate controls were buffer without enzyme for full effect and enzyme alone for no effect
Yp Topo-I inh: Y. pestis Topo-I inhibition via cleavage products; Y. pestis Topo-I cleavage product accumulation, plate reader; activity, % at 10 µM; 0.064% of 360,000 active; in the data active = activity above about 50%, passing the limit was not always enough; note: inactives centre near 2
Anthrax LF prot: anthrax lethal factor protease inhibition. AID 588501. multiplex microsphere protease cleavage assay, LF. 0.12% of 360,000 active. inhibition, % at 10 µM; note: plate controls were buffer without enzyme for full effect and enzyme alone for no effect
Target sequence (P15917 whole entry, looked up): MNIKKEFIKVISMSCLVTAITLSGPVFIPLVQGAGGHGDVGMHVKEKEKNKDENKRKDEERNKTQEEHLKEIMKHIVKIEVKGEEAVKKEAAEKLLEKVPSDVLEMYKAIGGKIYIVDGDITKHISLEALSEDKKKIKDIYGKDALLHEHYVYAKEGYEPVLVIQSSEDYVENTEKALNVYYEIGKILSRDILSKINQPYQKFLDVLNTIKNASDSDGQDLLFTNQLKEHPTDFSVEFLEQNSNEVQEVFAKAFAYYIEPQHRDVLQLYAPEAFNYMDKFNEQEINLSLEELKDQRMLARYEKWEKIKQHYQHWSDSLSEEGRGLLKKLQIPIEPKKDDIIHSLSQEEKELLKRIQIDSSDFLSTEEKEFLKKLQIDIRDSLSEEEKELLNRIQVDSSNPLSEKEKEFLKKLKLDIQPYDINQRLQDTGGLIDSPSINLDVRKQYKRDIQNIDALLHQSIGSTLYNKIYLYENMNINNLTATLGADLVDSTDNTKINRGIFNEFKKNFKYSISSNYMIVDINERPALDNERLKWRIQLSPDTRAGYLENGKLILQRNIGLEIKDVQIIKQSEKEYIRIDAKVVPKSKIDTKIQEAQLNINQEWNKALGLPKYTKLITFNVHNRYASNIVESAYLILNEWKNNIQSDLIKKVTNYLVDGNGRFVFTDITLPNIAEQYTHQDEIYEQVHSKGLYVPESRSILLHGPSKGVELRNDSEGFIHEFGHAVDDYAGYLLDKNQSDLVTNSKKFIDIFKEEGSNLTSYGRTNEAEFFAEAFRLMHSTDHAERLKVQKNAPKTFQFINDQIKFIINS
PriA SSB inh: inhibitors of Klebsiella pneumoniae PriA binding to SSB C-terminal tail; AlphaScreen SSBct-PriA binding, biotinylated peptide; inhibition, % at 33 µM; 0.6% of 430,000 active; AID 1272365; in the data active = inhibition mostly above about 37%, no sharp cut-off; inactive = mostly below about 20%;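 note: plate controls were negative control peptide for no effect and reference peptide for full effect; strong numbers were not always called active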
TcdB inh: blocks C. difficile toxin B glycohydrolase activity; P18177; inhibition, % at 9.99 µM; TcdB glycohydrolase enzymatic assay, plate reader; AID 652162; 0.24% of 350,000 active; in the data active = inhibition above about 10%
PrPC surface inh: reduces human prion protein on the cell surface | AID 720596 | 0.43% of 370,000 active | inhibition, % at 13.8 µM | cell surface PrPC, TR-FRET read-out; in the data active = inhibition above about 24%; note: 0% = median of the test wells and 100% = reference compound wells
Vc quorum ag: inducers of Vibrio cholerae quorum light production without autoinducers; V. cholerae BH1578 lux reporter, luminescence, 6 h; activation, % at 18.7 µM; 0.16% of 350,000 active; AID 588436; in the data active = activation mostly above about 9.7%, no sharp cut-off; note: not every result past the cut was called active; inactives centre near 0; reference of the scale not given here
PfHsp40 rescue: compounds rescuing yeast from Plasmodium falciparum HSP40 toxicity. S. cerevisiae expressing PfHsp40, growth rescue, ATP luminescence. growth rescue, % at 12.5 µM. 0.68% of 340,000 active. AID 504582; in the data active = growth rescue above about 28%, passing the limit was not always enough;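 note: yeast W303a lacking pdr1 and pdr3 grown in galactose medium; growth measured after three days at 30 °C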
SARS 3CLpro inh: SARS-CoV 3CLpro protease inhibition; recombinant SARS-CoV 3CLpro, quenched FRET peptide cleavage; inhibition, % at 6 µM; 0.14% of 290,000 active; AID 1706; in the data active = inhibition above about 12%
An asterisk follows results filed as active; i = inactive; · = not tested or not shown; & = joins results of further samples. Cut-off read from the data, not from the text of the source, unless noted: active = inhibition above about 30%; inconclusive = no clear call, values can overlap the other calls; inactive = below that.

A first look:
SMILES	BoNT A protease	Yp Topo-I inh	Anthrax LF prot	PriA SSB inh	TcdB inh	PrPC surface inh	Vc quorum ag	PfHsp40 rescue	SARS 3CLpro inh
S=C(Nc1ccc(Nc2ccccc2)cc1)Nc1ccccn1	-0.2	-1	-1	-2	-0.9	16	-1.0	3.9	2
COc1ccc(CC(=O)N2CCc3cc(OC)c(OC)cc3C2)cc1	-2.8	-2	-16	-6	1.3	-2	-11	-0.5	-3
COc1cc(C(=O)NCC(c2cccs2)N(C)C)cc(Cl)c1OC(C)C (stereo not given)	-1.5	8	-1	-6	-0.8	9	-1.6	-0.1	1
O=C(O)c1cccc(N2C(=O)c3ccc(C(=O)c4cccc([N+](=O)[O-])c4)cc3C2=O)c1	·	-6	·	12	0.9	-6	i	0.9	-6

The listing, repeating the preview:
SMILES	BoNT A protease	Yp Topo-I inh	Anthrax LF prot	PriA SSB inh	TcdB inh	PrPC surface inh	Vc quorum ag	PfHsp40 rescue	SARS 3CLpro inh
S=C(Nc1ccc(Nc2ccccc2)cc1)Nc1ccccn1	-0.2	-1	-1	-2	-0.9	16	-1.0	3.9	2
COc1ccc(CC(=O)N2CCc3cc(OC)c(OC)cc3C2)cc1	-2.8	-2	-16	-6	1.3	-2	-11	-0.5	-3
COc1cc(C(=O)NCC(c2cccs2)N(C)C)cc(Cl)c1OC(C)C (stereo not given)	-1.5	8	-1	-6	-0.8	9	-1.6	-0.1	1
O=C(O)c1cccc(N2C(=O)c3ccc(C(=O)c4cccc([N+](=O)[O-])c4)cc3C2=O)c1	·	-6	·	12	0.9	-6	i	0.9	-6
Cc1cc(N2CC(C)OC(C)C2)nc2ccccc12 (stereo not given)	0.8	-5	-6	-41&-29	-1.3	4	i	0.4	-1
CCOC(=O)c1c(C)[nH]c(C(=O)C(C)OC(=O)c2cccc(OCc3c(C)noc3C)c2)c1C (stereo not given)	-0.3	-1	-6	-5	·	38*	i	0.9	4
COc1ccc(/C(C)=N/NC(=O)Cc2ccc(Cl)cc2)cc1	·	-5	·	·	0.2	-3	-0.3	-0.9	0
CC(C)(C)c1ccccc1OCC(=O)Nc1ccccc1C(=O)NCc1cccnc1	-1.1	39	-3	-9	0.5	6	-0.7	1.0	1
COc1cc(NC(=S)N(C)CCC#N)c(OC)cc1Cl	0.4	-4	1	3	1.2	-2	-1.1	0.2	-4
O=S(=O)(Nc1ccc(O)c2ccccc12)c1cccs1	-1.5	-4	2	8	-4.1	-13	-0.1	19	1
Clc1ccccc1Sc1cnc2ccccc2n1	0.6	12	0	-58	·	19	·	2.2	1
CC(C)(C)C(CO)NC(=O)c1ccc[nH]1 (stereo not given)	-0.4	8	0	-21	0.8	0	-1.0	-0.9	·
CC(C)C[C@@H](CNCC(=O)[C@H](CC(C)C)NC(=O)c1[nH]cnc1C(=O)N[C@@H](C)CN)NC(=O)c1nc[nH]c1C(=O)N[C@@H](CC(C)C)C(=O)O	0.0	29	-6	-16	0.3	1	-0.4	-3.4	·
CCOc1ccc(S(=O)(=O)Nc2cccc(C(=O)NCC(c3ccco3)N3CCCC3)c2)cc1 (stereo not given)	5.8	-2	-2	-16	-1.0	-6	i	1.3	·
O=C(COc1c(Br)cc(Br)c2cccnc12)Nc1ccccc1F	-1.2	-1	-4	-4	-1.9	16	2.2	1.3	-3
O=S(=O)(c1ccc(Cl)cc1)N1CCN(Cc2c[nH]c3ccccc23)CC1	-0.5	-2	-10	16	·	15	-0.3	0.7	0
Cc1ccc(C)c(NC(=O)N2CCCCCC2)c1	4.6	2	-1	0	2.1	4	i	4.8	-1
CN(CC(=O)Nc1ccc(F)cc1)CC(=O)N(C)C1(C#N)CCCCC1	-0.8	2	-2	-4	0.1	-4	-0.3	-0.3	·
Cc1ccc(CNC(=O)CCc2c(C)nn(-c3ccc(N4CCOCC4)nn3)c2C)cc1	1.3	-10	3	-4	0.3	3	0.5	0.6	-3
Brc1ccccc1-c1nc2c3ccccc3ncn2n1	2.1	1	1	3	-0.3	4	-1.6	-1.3	·
O=C(CSc1nc2c(c(=O)n1-c1ccc(Br)cc1)SCC2)NCc1ccco1	1.3	6	0	-1	1.3	-8	2.9	0.3	-1
c1ccc(Cn2ccnc2C2OCCO2)cc1	-0.3	0	-4	·	0.3	11	0.7	·	·
N#Cc1ccccc1S(=O)(=O)N1CCC(C(=O)Nc2cccc(C(=O)NC3CC3)c2)CC1	1.7	6	3	-2	2.2	0	i	-1.3	·
Cc1ccc(OCc2cc(C(=O)N(C)Cc3cc(C4CC4)n[nH]3)no2)cc1C	-1.5	29	-2	-5	0.8	-1	0.9	-0.1	0
NCCCN1CCN(c2ccccc2)CC1	0.6	13	-7	19	1.0	-2	-0.4	1.1	7

(listing goes on)
SMILES	BoNT A protease	Yp Topo-I inh	Anthrax LF prot	PriA SSB inh	TcdB inh	PrPC surface inh	Vc quorum ag	PfHsp40 rescue	SARS 3CLpro inh
Cc1nnc2n(-c3ccccc3)c(=O)c3c4c(sc3n12)COC(C)(C)C4	1.3	4	2	-1	·	7	i	-0.4	-2
CCOc1ccccc1NC(=O)c1cc(SC)ccc1Cl	0.6	-8	3	-37	1.1	2	0.1	2.5	2
COc1ccc(C(=O)N2CCC(n3c(C)nc4cc(F)ccc43)CC2)cc1OC	0.8	5	-2	5	·	-4	-0.4	-1.5	5
Cc1nc(CNS(=O)(=O)c2cc([N+](=O)[O-])ccc2C)cs1	-0.9	-11	-8	3	1.6	-18	-0.3	-0.6	-1
O=C(CSc1nncs1)Nc1cc(S(=O)(=O)N2CCOCC2)ccc1N1CCCC1	-8.9	1	2	-3	0.1	1	i	-0.7	·
CN(CC(=O)Nc1ccc(F)cc1)C(=O)CCc1nc2ccccc2c(=O)[nH]1	1.0	-3	-5	-9	2.7	0	-0.7	0.4	·
COc1cc(/C=C/C(=O)O)ccc1OS(=O)(=O)c1c(C)cc(C)cc1C	·	-1	·	5	0.0	-2	i	1.3	·
CCCN1CCN(CCCNC(=O)C2CCN(c3nnc(-n4c(C)ccc4C)s3)CC2)CC1	2.4	-4	-4	10	0.7	2	-0.2	-1.1	1
Clc1ccccc1Nc1c2c(nc3ncnn13)CCC2	4.6	0	-13	-13	·	4	-0.3	0.2	-6
Brc1cnc(N2CCCC2)nc1N1CCCCC1	-1.3	34	-10	-17	1.6	3	-0.9	-0.3	-6
CC1CCCN(CCOc2ccc(Br)cc2)C1 (stereo not given)	1.8	2	-3	6	·	1	-0.4	0.2	3
CCOC(=O)c1oc2ccccc2c1CSc1nnc(-c2ccco2)o1	-1.3	0	-5	-17	·	-5	-0.2	-0.6	-3
CC(C)Cc1nnc(NC(=O)CCC(=O)NCc2ccccc2Cl)s1	0.5	3	1	-18	13*	2	-4.2	-0.7	1
COc1cccc(-c2cc(NC(C)=O)c3ncc(-c4cccc(C(C)=O)c4)n3c2)c1	-0.3	7	-10	·	-11	1	i	·	·
CN(C)c1nc2c(N)ncnc2n1[C@H]1O[C@@H](CO)[C@H](O)[C@@H]1O	1.3	-3	-13	-2	1.4	1	-0.6	1.0	0
CCOc1ccccc1-n1c(SCC(=O)NC(C)(C)C)nnc1-c1ccoc1C	1.3	5	-4	3	·	0	i	0.4	0
CCOCCCNC(=O)c1ccc(CS(=O)(=O)Cc2ccc(C)cc2)o1	0.2	-3	4	-7	·	-4	-7.1	-0.3	0
CCCS(=O)(=O)c1c(S(=O)(=O)CCC)c2c(C)cccn2c1C(N)=O	1.2	6	-1	0	·	-9	·	-1.3	0
CN1CCN(CC(=O)N2c3ccccc3Sc3ccccc32)CC1	-0.9	-4	-2	10	0.7	-1	i	-1.1	-5
CC1CCCCN1CCCNC(=O)c1ccc(N2CCCC2=O)cc1 (stereo not given)	0.1	-6	-2	-15	1.9	6	-0.2	-0.8	-4
Cn1nc(-c2ccccc2)c(CO)c1Oc1ccc(F)cc1	0.1	4	0	-9	0.4	3	i	0.2	-3
CCOC(=O)c1cc(-c2ccccc2)sc1N	-0.5	-14	-3	-9	·	-2	i	2.6	59*
CCCCCC(=O)Nc1ccc(S(=O)(=O)Nc2nccc(C)n2)cc1	0.4	1	0	-8	1.1	4	i	0.2	-4
O=C(N/N=C/c1ccc(Br)s1)c1ccccc1[N+](=O)[O-]	-0.2	-11	11	·	·	-17	-0.5	0.2	-2
COc1ccc(C(=O)C(C)OC(=O)CNC(=O)C2CCCCC2)cc1 (stereo not given)	2.7	-2	5	0	0.6	6	i	-0.3	·

(list continues)
SMILES	BoNT A protease	Yp Topo-I inh	Anthrax LF prot	PriA SSB inh	TcdB inh	PrPC surface inh	Vc quorum ag	PfHsp40 rescue	SARS 3CLpro inh
Cn1nc(C(=O)N2CCc3ccccc32)c2ccccc2c1=O	0.4	-7	-2	-11	0.0	-4	0.2	-1.0	4
CN(Cc1ccccc1)C(=O)c1cnc(Cc2c[nH]c3ccccc23)c(I)c1	0.1	-10	-3	·	1.5	5	-0.4	·	·
CC(Oc1cc2oc(=O)c3c(c2cc1Cl)CCCC3)C(=O)NCc1ccccn1 (stereo not given)	-3.8	27	-1	1	0.3	-1	-0.7	-0.1	-6
COc1cccc(/C=C2\Oc3cc(OCC(=O)N4CCC[C@H]4C(=O)O)ccc3C2=O)c1	-0.8	2	6	-6	1.9	-47	-0.6	-0.9	5
NNC(=O)CN1C(=O)Nc2ccc(Br)cc2C1c1ccccc1 (stereo not given)	1.2	-6	0	3	0.5	-4	i	-1.9	11
O=c1[nH]c2ccccc2n1CCC1CCCCC1	0.5	26	-1	-5	2.0	·	-1.0	1.8	-4
Cc1cc(NC(=O)/C=C/c2ccccc2)c(C(C)C)cc1O	-0.7	8	-1	7	1.7	6	-3.6	-1.4	5
COc1ccccc1/C=C(\NC(=O)c1ccc(OC)c(OC)c1)C(=O)Nc1cccc([N+](=O)[O-])c1	0.0	-2	-2	-16	-0.3	-7	-0.8	-0.1	2
CCOc1cc(/C=C/C(=O)NCCc2ccc(S(N)(=O)=O)cc2)ccc1OCC(C)C	-0.9	15	-10	-1	0.4	-4	i	-0.5	9
CCCCCCCCNC(=O)/C(C#N)=C/c1ccc(SC)cc1	-0.2	28	-2	-1	0.7	-1	-0.3	-0.3	3
Cc1cc(/C=N/NC(N)=S)c(O)c(/C=N/NC(N)=S)c1	-2.6	6	-8	·	-0.4	-2	2.3	0.3	9
CNC(=O)/C=C/c1cc(C(=O)c2ccc(Cl)cc2Cl)cn1C	-3.5	-1	-13	-16	3.5	-9	-2.2	-0.4	-1
Cc1ccc2c(c1)c1c3n2CCN(C(=O)CCl)C3CCC1 (stereo not given)	-2.2	5	0	6	-0.2	1	i	2.0	-3
Cc1cc(/C=N/NC(=O)c2cccc(F)c2)c(C)n1-c1ccccc1	-1.6	0	-4	·	0.9	7	-0.5	0.9	2
COc1ccc(F)cc1S(=O)(=O)Nc1cc2c3c(c1)CC(=O)N3CCC2	5.3	3	-1	-1	-3.2	3	i	0.5	·
CSc1nc2ccc(NC(=O)COc3ccccc3F)cc2s1	1.6	21	1	-7	1.0	-2	i	-1.2	·
Cc1ccc(NC(=O)COC(=O)CC2CCCC2)cc1Cl	0.5	0	-5	·	·	·	i	1.4	2
O=C(Nc1nnc(-c2ccco2)o1)c1ccc(N2C(=O)CCC2=O)cc1	-0.5	2	-2	1&31	0.9	-4	i	1.2	2
COc1ccccc1N(CC(=O)Nc1ccc2c(c1)OCCO2)S(=O)(=O)c1ccc(C)cc1	0.4	3	-2	4	-0.7	-1	-0.1	0.1	1
COCCSc1nnc(NC(=O)C2CCN(C(=O)c3ccco3)CC2)s1	1.8	-10	-3	3	0.1	3	-0.6	0.0	-5
CSCCC(NC(=O)COc1ccccc1)C(=O)NCCOc1ccccc1 (stereo not given)	1.7	4	-3	-20	0.4	4	-7.1	1.2	·
Cc1ccc(S(=O)(=O)Nc2cc(C(=O)NCCN(C)C)ccc2N2CCCC2)cc1	-1.5	-5	0	15	0.6	-4	-0.9	-0.2	0
CC(C)C(=O)N1CCN(c2ccccc2NC(=O)Cc2ccc(Cl)cc2)CC1	-0.4	0	-12	-6	·	-2	0.4	0.6	2
CCCc1cc(=O)n2[nH]c(SCc3ccccc3)nc2n1	-0.5	1	-10	-10	·	6	i	2.1	1
COc1ccc(-c2cc(C(F)(F)F)nc(SCC(=O)NCCN3CCOCC3)n2)cc1OC	-0.3	-9	3	-8	1.0	-1	·	-0.5	3

Assay outcomes as filed in PubChem BioAssay.

This is a subset; count on the stated rates, not on these rows.
